CHRM1 PAM: human CHRM1 positive allosteric modulation; P11229; CHO-K1 hM1, Fluo-8 calcium fluorescence, ACh EC20; 0% = ACh EC20, 100% = maximal ACh; activation, % at 3 µM; 0.088% of 360,000 active; AID 588819; in the data active = activation above about 19%, passing the limit was not always enough
Target sequence (P11229 whole entry, looked up): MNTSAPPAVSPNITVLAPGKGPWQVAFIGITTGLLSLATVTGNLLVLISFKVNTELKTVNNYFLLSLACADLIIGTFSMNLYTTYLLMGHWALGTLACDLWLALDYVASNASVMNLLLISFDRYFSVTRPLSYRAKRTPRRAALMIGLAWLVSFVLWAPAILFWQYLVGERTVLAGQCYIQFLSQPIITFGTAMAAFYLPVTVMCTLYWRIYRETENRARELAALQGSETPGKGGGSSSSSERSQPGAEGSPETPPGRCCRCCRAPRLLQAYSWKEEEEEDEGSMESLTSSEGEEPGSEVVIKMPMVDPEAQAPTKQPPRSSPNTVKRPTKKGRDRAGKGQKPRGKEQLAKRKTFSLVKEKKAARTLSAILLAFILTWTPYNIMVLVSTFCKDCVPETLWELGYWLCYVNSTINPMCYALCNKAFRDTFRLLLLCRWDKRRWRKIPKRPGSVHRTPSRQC
TAAR1 antag: human TAAR1 antagonism. CHO RD-HGA16 TAAR1, Fluo-8 calcium fluorescence, antagonist. AID 624466. 1.5% of 360,000 active. inhibition, % at 3 µM. Q96RJ0;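 active = inhibition above a per-plate cutoff, the mean inhibition of test compounds on that plate plus 3 SD, cut at about 49% in these data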;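 also: 0% = DMSO plus EC80 beta-PEA response and 100% = DMSO alone without agonist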
Target sequence (Q96RJ0 whole entry, looked up): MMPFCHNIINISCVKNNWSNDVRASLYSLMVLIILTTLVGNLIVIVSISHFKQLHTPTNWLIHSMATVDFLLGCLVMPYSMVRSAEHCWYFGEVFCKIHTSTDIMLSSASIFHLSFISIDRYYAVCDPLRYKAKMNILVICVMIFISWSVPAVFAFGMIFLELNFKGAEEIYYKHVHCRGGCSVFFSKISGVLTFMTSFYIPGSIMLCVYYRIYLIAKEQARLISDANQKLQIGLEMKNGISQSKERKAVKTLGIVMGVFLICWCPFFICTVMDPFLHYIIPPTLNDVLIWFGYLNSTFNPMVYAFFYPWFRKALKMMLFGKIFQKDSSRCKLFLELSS
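Material: RD-HGA16 CHO cells with stable hTAAR1 and Gα16; Dosing: single nominal final test compound concentration of 3 µM; Schedule: seeding 17-24 h prior, 75-min 37 °C, 30-min RT dye loading; Detection: kinetic Fluo-8 calcium fluorescence measurement; Measure: % inhibition from peak post-agonist over basal fluorescence ratio; Benchmarks: vehicle and agonist controls.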
CHO-K1 Ca antag: M1 antagonist counterscreen hit in parental CHO-K1 cells. ATP-induced calcium, Fluo-8 fluorescence. inhibition, % at 3 µM. 0.6% of 360,000 active;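 active = inhibition above a per-plate cutoff, the plate's mean sample inhibition plus 3 SD, cut at about 24% in these data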;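 also: 0% = DMSO plus EC80 ATP and 100% = DMSO alone without ATP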
CHRM1 antagonist: antagonists of human M1 muscarinic receptor | inhibition, % at 3 µM | CHO-K1 hM1, Fluo-8 calcium fluorescence, ACh EC80 antagonist | 1.3% of 360,000 active | P11229 | AID 588852;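 active = percent inhibition above its own plate's cutoff, namely the mean of that plate's compound wells plus 3 SD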;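 also: peak over basal fluorescence ratio during 140 s after agonist addition; 0% = ACh EC80 plus DMSO and 100% = DMSO alone without agonist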
CHO-K1 Ca PAM: counter-screen for M1 PAMs: effect in parental CHO-K1 cells. ATP EC20, Fluo-8 calcium fluorescence; 0% at ATP EC20, 100% at ATP max. activation, % at 3 µM. 0.02% of 360,000 active;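 active = activation above the run cutoff, the mean activation of all test compounds plus 3 SD, cut at about 40% in these data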;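 also: peak over basal fluorescence ratio in a 140 s read after ATP addition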
CHRM1 agonist: human M1 muscarinic receptor agonism. P11229. CHO-K1 hM1, Fluo-8 calcium fluorescence, agonist mode; 0% DMSO, 100% acetylcholine EC100. activation, % at 3 µM. 0.33% of 360,000 active. AID 588814;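 active = activation above the run's mean compound activation plus 3 SD, cut at about 16% in these data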;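 also: peak over basal fluorescence ratio within a 140 s kinetic read after compound addition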
CHO-K1 Ca ag: counter-screen for M1 agonists: effect in parental CHO-K1 cells; Fluo-8 calcium fluorescence; scaled to maximal ATP response, vehicle zero; activation, % at 3 µM; 0.48% of 360,000 active; AID 602248; in the data active = activation above about 15%;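 also: untransfected CHO-K1 host cells lacking M1 receptor as counterscreen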
CHO parental Ca: signal in parental CHO cells, OX1R antagonist counter-screen; parental CHO-K1, ATP-induced calcium, Fluo-8 fluorescence; inhibition, % at 5.6 µM; 0.63% of 330,000 active; AID 463079;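 active = inhibition above that plate's mean sample inhibition plus 3 SD, cut at about 26% in these data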;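 also: 0% = ATP-challenged DMSO wells and 100% = DMSO wells without ATP; some compounds past the cut are filed as inactive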
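Assay system: parental CHO cells; Read-out basis: percent inhibition of ATP-evoked calcium rise, normalized to controls; Benchmarks: ATP and no-ATP DMSO wells; Compound dosing: single nominal dose of 5.6 µM per compound; Signal: Fluo-8 calcium dye fluorescence; Also added: ATP as calcium-mobilizing challenge; Repeats: singlicate.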
TAAR1 agonist: agonists of human TAAR1 | Q96RJ0 | CHO RD-HGA16 TAAR1, Fluo-8 calcium fluorescence; vehicle wells 0%, saturating PEA agonist 100% | activation, % at 3 µM | 0.99% of 360,000 active | AID 624467;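 active = activation above the mean activation of all test compounds in the run plus 3 SD, cut at about 38% in these data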
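System: CHO RD-HGA16 cells carrying human TAAR1 plus Gα16; Incubation: 17-24 h seeding, 75 min 37 °C dye, 30 min RT; Measured by: Fluo-8 fluorescence, 5 s baseline then 140 s kinetic read; Control set: DMSO and PEA EC100; Replication: single well for each compound.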
* = called active by the depositor; · = not tested or not shown.

SMILES | CHRM1 PAM | TAAR1 antag | CHO-K1 Ca antag | CHRM1 antagonist | CHO-K1 Ca PAM | CHRM1 agonist | CHO-K1 Ca ag | CHO parental Ca | TAAR1 agonist
COC(=O)c1ccc(C(=O)OC)c(NC(=O)CN(C)Cc2ccc(Cl)c(Cl)c2)c1 | 7 | -21 | 0 | 4 | 26 | -9 | 13 | -8 | 9
O=C(O)C12CC3CC(C1)CC(n1ncc(NCc4ccccc4)c(Cl)c1=O)(C3)C2 | 1 | 5 | -4 | -4 | 18 | -3 | 0.5 | 6 | 6
Cn1c(=O)cc(SCC(=O)N2CCCC2)c2cc(Cl)ccc21 | 2 | -17 | -3 | -4 | 0 | -3 | 0.2 | -2 | 4
CCCC(C(=O)NC(C)(C)C)N(Cc1ccc(F)cc1)C(=O)c1snc(C(N)=O)c1N (stereo unspecified) | -6 | 3 | 0 | 3 | 10 | -7 | 0.9 | -27 | 2
O=C(O)CN1C(=O)/C(=C\C(Br)=C\c2ccccc2)SC1=S | -1 | 3 | -6 | -2 | 0 | -2 | 1.2 | 1 | 1
CCN(C(=O)COC(=O)CSc1ccccc1)c1c(N)n(Cc2ccccc2)c(=O)[nH]c1=O | 4 | -28 | -3 | -4 | 5 | -3 | 0.3 | -20 | 2
CCOc1ccc(C(=O)n2cnnc2N)cc1 | 10 | -7 | -8 | -17 | 19 | -3 | 0.8 | -13 | 1
Cc1cc(O)c(N=Cc2cc3c(cc2[N+](=O)[O-])OCO3)cc1C | 8 | 4 | -16 | -12 | 16 | -2 | 1.2 | -9 | 1
CCCc1nnc(NS(=O)(=O)c2ccc(OC)cc2)s1 | 9 | -9 | 10 | -6 | 8 | -3 | 0.7 | -2 | 11
Cc1nc2cc(S(=O)(=O)C(F)(F)F)ccc2s1 | 5 | 8 | -15 | -4 | 17 | -2 | 0.7 | -9 | 0
CC1(C(=O)NS(=O)(=O)Cc2cccc(Cl)c2)CCN1C(=O)Cc1ccc(Cl)cc1Cl (stereo unspecified) | 4 | 13 | -13 | -10 | 14 | -4 | 0.3 | · | 0
O=C(Nc1ccc(Cl)cn1)c1cccc(S(=O)(=O)N2CCOCC2)c1 | 1 | -15 | -4 | 1 | 15 | -3 | 1.0 | -12 | 14
COc1cccc(OCc2nc(-c3cccc([N+](=O)[O-])c3)no2)c1 | 3 | 1 | -8 | -3 | 5 | -11 | 2.0 | -2 | 10
COc1ccc(CNC(=O)c2sc(=O)n(Cc3ccc(C)cc3)c2C)cc1OC | 3 | 6 | 1 | -9 | -4 | 1 | 2.4 | · | 1
O=C(COc1ccc(F)cc1)Nc1cc(Cl)ccc1-n1cncn1 | 16 | -14 | -3 | -19 | 15 | 4 | 0.8 | -16 | 2
COc1cc(/C=C(\NC(=O)c2ccccc2)C(=O)Nc2nccs2)ccc1OC(C)=O | 6 | -8 | -11 | -12 | 7 | -2 | 4.1 | -18 | 3
Cc1c(CC(=O)O)c(=O)oc2cc(OCc3ccc(Br)cc3)ccc12 | 13 | -1 | 11 | -10 | 2 | 0 | 0.3 | -9 | 9
O=C1COc2ccc(C(=O)COC(=O)CNC(=O)c3ccccc3)cc2N1 | 13 | -3 | -5 | -12 | 12 | -6 | 0.2 | -1 | 5
CN1CCN(CCc2nc3cc(NC(=O)COc4ccc([N+](=O)[O-])cc4)ccc3n2C)CC1 | 3 | -17 | -16 | -4 | 7 | -5 | 0.6 | -7 | 2
CCN1C[C@@H]2[C@@H]3C(=O)N(Cc4ccccc4)C(=O)[C@@H]3[C@](CC)(C(=O)OC)N2C1=NC | 4 | -7 | 1 | -7 | 9 | 0 | 0.2 | -5 | 2
CS(=O)(=O)N1CCN(c2ccccc2NC(=O)Nc2cccc(Cl)c2)CC1 | -1 | 35 | 22 | 2 | -24 | -1 | 1.4 | 16 | 17
COc1ccc(-n2c(SCc3cccnc3)nc3c(c2=O)SCC3)cc1OC | -2 | -4 | -14 | 8 | 20 | -2 | 0.1 | · | 5
O=C(OCC(=O)N1CCN(c2ccccc2)CC1)c1ccco1 | 7 | 1 | -10 | -10 | 5 | -2 | 0.3 | · | 4
O=[N+]([O-])c1cc(Cl)c(Cl)c(Cl)c1Cl | -1 | 5 | -2 | 1 | -13 | 0 | -0.2 | -7 | 0
CCC12CN(C(=O)c3ccc(OC)cc3)CC(CC)(CN(C(=O)c3ccc(OC)cc3)C1)C2=O | 1 | 0 | -10 | -5 | 8 | -3 | 1.2 | -22 | 16
Next part:
SMILES | CHRM1 PAM | TAAR1 antag | CHO-K1 Ca antag | CHRM1 antagonist | CHO-K1 Ca PAM | CHRM1 agonist | CHO-K1 Ca ag | CHO parental Ca | TAAR1 agonist
CC(C)C(=O)NC(=S)Nc1ccc(S(=O)(=O)N(C)Cc2ccccc2)cc1 | -14 | 69* | -4 | 19 | 14 | -1 | 2.6 | -3 | 6
COc1cc(/C=C/C(=O)Nc2cccnc2)cc(OC)c1OC | 0 | 5 | -11 | -11 | 19 | -1 | 2.0 | -3 | 5
CCCN(C(=O)CSc1nnc2ccccn12)C1CCS(=O)(=O)C1 (stereo unspecified) | 9 | 12 | 4 | -10 | 26 | -1 | 0.5 | -1 | 0
C/C(=N\O)C(C)(C)NC(=O)Nc1ccc(Cl)cc1 | 1 | 9 | -2 | -3 | 9 | -2 | 0.2 | 4 | 6
Cc1cc2ccccc2cc1CN1CCCCC1 | 5 | 4 | 5 | -8 | 4 | -6 | 0.6 | -7 | 1
CCN(CC)S(=O)(=O)c1ccc2c(c1)nc(SC(C)C(=O)NCC1CCCO1)n2CC (stereo unspecified) | 3 | -3 | -11 | 3 | 16 | -5 | 0.5 | -18 | -1
O=S(=O)(NCC(c1cccnc1)N1CCc2ccccc2C1)c1ccccc1 (stereo unspecified) | 0 | -9 | -15 | -1 | 4 | -4 | 0.2 | -14 | 4
COc1ccccc1C(=O)NCC(=O)OCC(=O)N(CC(C)C)c1c(N)n(Cc2ccccc2)c(=O)[nH]c1=O | 10 | -13 | -9 | -9 | 8 | -1 | 0.3 | -16 | 3
CC(C)(C)C(=O)Nc1ncc(C(F)(F)F)cc1Cl | 7 | -3 | -11 | -8 | 10 | -4 | 0.0 | -1 | 4
O=C(O)c1cccc(NC(=O)c2ccccc2NC(=O)c2cccs2)c1 | 8 | -10 | 0 | -10 | -3 | -2 | 0.0 | · | 3
Cc1ccc(S(=O)(=O)N2CCC(C(=O)Nc3ccccc3N3CCCC3)CC2)cc1C | 3 | -16 | 3 | -5 | 3 | -5 | -0.1 | -45 | 0
CN(CC(=O)N1CCN(c2cccc(Cl)c2)CC1)S(=O)(=O)c1cccs1 | -3 | 12 | -9 | 2 | -1 | -3 | 4.9 | -6 | 1
CC(=O)Nc1ccc(S(=O)(=O)NCc2ccc(C)cc2)cc1 | 5 | 16 | 3 | -5 | 9 | -1 | 1.6 | 12 | 2
Nc1cc(=O)[nH]c(SCc2csc(-c3ccccc3)n2)n1 | -4 | -6 | -11 | -2 | 23 | -3 | 6.4 | -26 | 4
CSc1nc(Cl)c(C#N)c(-c2ccc(C)cc2)n1 | 9 | -18 | -20 | -14 | 15 | 3 | 0.5 | -4 | 5
COc1cccc(CN2CCN(C(=O)c3cccc4ccccc34)CC2)c1 | 12 | 5 | -11 | -22 | 24 | -1 | 1.7 | -8 | 0
COc1ccc(-c2nc(C(=O)NCCCN3CCOCC3)cc3c2[nH]c2ccccc23)cc1OC | 2 | -6 | -1 | -8 | -4 | -6 | 0.4 | -10 | 2
Cc1ccc(-c2nn(-c3ccccc3)cc2CC(=S)N2CCOCC2)cc1 | 3 | -12 | -14 | -11 | 0 | -5 | 0.2 | -16 | 9
CN(C)N1C(N)=C(C#N)C(c2ccsc2)C2=C1CCCC2=O (stereo unspecified) | 2 | 16 | -7 | -8 | 20 | -5 | 0.8 | 2 | -1
CCN(Cc1cc2cc(C)ccc2[nH]c1=O)S(=O)(=O)c1ccccc1 | 6 | -26 | 8 | 1 | 0 | -4 | 0.3 | -25 | 4
CCOC(=O)c1c(-c2ccc(C)o2)csc1NC(=O)CN1CCN(CC)CC1 | 6 | -15 | -17 | -14 | 8 | -13 | 2.1 | -16 | 8
Cc1nn(C)c(C(=O)Nc2ccn(Cc3c(F)c(F)cc(F)c3F)n2)c1[N+](=O)[O-] | 1 | 20 | -37 | -2 | 13 | -5 | 2.4 | -5 | 3
COc1ccc(Cc2nnc(NC(=O)c3ccco3)s2)cc1 | 8 | 8 | 7 | -8 | 5 | -2 | 3.6 | -7 | 3
CCCN(CCO)Cc1cccc(Br)c1 | 6 | 6 | -16 | 0 | 17 | -5 | 1.3 | -1 | 1
O=C(NC(=S)N(Cc1ccccc1)Cc1ccccc1)C1CCCCC1 | -2 | 17 | -5 | -9 | 14 | -5 | 0.3 | -30 | 5

Continued; the last 2 above are carried over.
SMILES | CHRM1 PAM | TAAR1 antag | CHO-K1 Ca antag | CHRM1 antagonist | CHO-K1 Ca PAM | CHRM1 agonist | CHO-K1 Ca ag | CHO parental Ca | TAAR1 agonist
CCCN(CCO)Cc1cccc(Br)c1 | 6 | 6 | -16 | 0 | 17 | -5 | 1.3 | -1 | 1
O=C(NC(=S)N(Cc1ccccc1)Cc1ccccc1)C1CCCCC1 | -2 | 17 | -5 | -9 | 14 | -5 | 0.3 | -30 | 5
Cc1cc2c(=O)oc(-c3ccc(F)cc3)nc2s1 | 5 | -10 | 2 | -2 | -5 | -4 | 0.6 | 2 | 0
CC1CN(S(=O)(=O)c2cccc(C(=O)OCC(=O)c3cccs3)c2)CC(C)O1 (stereo unspecified) | 9 | 4 | -7 | -15 | 19 | -3 | 0.8 | -19 | 7
CC(NC(=O)COC(=O)COc1ccc(Cl)cc1)c1ccccc1 (stereo unspecified) | 7 | -1 | 11 | -6 | -15 | -3 | 1.0 | -16 | 1
CC(C)CCN(C(=O)CNC(=O)c1ccco1)C(C(=O)NC1CCCCC1)c1ccco1 (stereo unspecified) | 5 | 30 | 4 | -30 | -4 | 1 | 3.4 | -24 | 16
CCN(CC)CCN1C(=O)C(=O)/C(=C(/O)c2c(C)[nH]c(C(=O)OC)c2C)C1c1ccccc1 (stereo unspecified) | 10 | 0 | 7 | -3 | 16 | -4 | 0.0 | 13 | 8
CCCCNC1=CC(=O)C(=O)c2ccccc21 | 11 | -4 | -14 | -8 | 19 | 0 | 2.2 | 2 | 7
C[C@@H](CSc1ccccc1)CN1CC[C@H](C(C)(C)C)CCC1=O | 2 | 38 | -16 | -16 | 11 | -7 | -0.6 | -12 | 27
C=CCSC1=NC(=O)/C(=C/c2cccs2)S1 | 1 | -9 | -10 | 0 | 3 | -4 | 0.8 | -2 | 3
O=C(O)c1cc(S(=O)(=O)Nc2ccc3c(c2)OCCO3)c(Cl)cc1Cl | 12 | -19 | -7 | -12 | 13 | 0 | -0.1 | -6 | 1

Screens as filed in PubChem BioAssay.
